Bioassay records: PubChem, several laboratories
Peg3 prom inh: reduces Peg3 promoter-driven luciferase expression in HeLa; HeLa PEG-Prom luciferase reporter, luminescence, overnight; inhibition, % at 20 µM; 360,000 compounds, 1.7% hits;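 active = inhibition of at least 50% at 20 µM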
NR2E3 ag-1: agonists of human NR2E3 nuclear receptor; 360,000 compounds, 0.35% hits; AID 602229; inhibition of corepressor binding, % at 3.98 µM; CHO-S Gal4-NCOR/VP16-NR2E3 two-hybrid, luciferase;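 active = inhibition above the mean of all tested compounds plus 3 SD, cut at about 70% in these data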;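 also: 0% = DMSO with NR2E3 transfected cells and 100% = cells lacking NR2E3 construct; higher means lower luciferase signal from less NR2E3 corepressor binding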
Target sequence (Q9Y5X4 whole entry, looked up, the tested form may be a part): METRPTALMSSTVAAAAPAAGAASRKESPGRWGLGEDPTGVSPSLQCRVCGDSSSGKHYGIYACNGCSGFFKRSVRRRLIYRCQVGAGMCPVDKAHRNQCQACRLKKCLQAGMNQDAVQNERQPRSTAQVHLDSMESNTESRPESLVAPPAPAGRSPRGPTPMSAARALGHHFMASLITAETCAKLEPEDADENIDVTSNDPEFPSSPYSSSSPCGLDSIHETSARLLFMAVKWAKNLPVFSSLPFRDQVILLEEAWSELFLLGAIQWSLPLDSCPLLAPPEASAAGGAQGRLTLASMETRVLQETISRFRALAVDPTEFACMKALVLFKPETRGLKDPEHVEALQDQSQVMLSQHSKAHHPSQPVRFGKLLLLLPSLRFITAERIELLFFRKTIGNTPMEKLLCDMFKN
PDI inh: PDI (human) enzyme inhibition; AID 588391; inhibition, % at 10 µM; 350,000 compounds, 0.052% hits; PDI insulin aggregation turbidity, A650, 90 min; P07237;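 active = mean inhibition across replicates of 30% or more, whatever share of single replicates reach that level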;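 also: absorbance from insulin aggregation driven by PDI reduction with DTT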
Target sequence (P07237 whole entry, looked up): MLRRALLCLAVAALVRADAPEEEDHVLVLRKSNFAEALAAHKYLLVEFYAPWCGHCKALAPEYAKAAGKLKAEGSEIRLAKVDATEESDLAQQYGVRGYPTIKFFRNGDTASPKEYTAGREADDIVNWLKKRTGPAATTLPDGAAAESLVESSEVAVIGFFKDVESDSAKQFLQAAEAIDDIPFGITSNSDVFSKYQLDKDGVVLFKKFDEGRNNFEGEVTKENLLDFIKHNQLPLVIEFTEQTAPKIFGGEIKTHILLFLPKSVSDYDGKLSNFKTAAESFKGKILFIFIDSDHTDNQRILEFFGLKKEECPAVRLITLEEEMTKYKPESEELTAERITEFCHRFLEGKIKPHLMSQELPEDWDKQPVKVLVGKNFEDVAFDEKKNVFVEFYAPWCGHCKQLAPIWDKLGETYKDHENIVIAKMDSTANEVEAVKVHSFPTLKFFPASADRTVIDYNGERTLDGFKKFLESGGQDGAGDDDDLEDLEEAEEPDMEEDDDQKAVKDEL
Cardio protect: modulators protecting cardiomyocytes from myocardial damage | protection from H2O2 cell death, % at 20 µM | AID 588492 | H9c2 cardiomyocytes, H2O2 injury protection, ATPLite, 2 h | 360,000 compounds, 0.63% hits;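 active = compounds giving at least 50% protection of heart cells from peroxide-induced death in the single-dose screen, raw or plate-pattern-corrected value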;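 also: 0% = DMSO wells with peroxide and 100% = DMSO wells without peroxide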
MITF TRPM1 inh: reduces MITF-dependent TRPM1 promoter luciferase signal; SK-MEL-5 TRPM1 promoter luciferase, 24 h; inhibition, % at 12.5 µM; 330,000 compounds, 0.83% hits; AID 488899;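 active = mean inhibition across replicates of 60% or more, whatever share of single replicates reaches that level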; also: values of inactives mirror those of a sister screen read the other way
NR2E3 ag-2: NR2E3 (human) agonism; GST-NR2E3/biotin-RetCOR TR-FRET, 1536-well; Q9Y5X4; AID 2300; inhibition of corepressor binding, % at 4.78 µM; 320,000 compounds, 0.12% hits;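 active = percent inhibition above the cutoff of mean plus 3 SD of all tested compounds, set per screening campaign, cut at about 20% in these data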;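 also: 0% = DMSO wells and 100% = biotin wells as full block of FRET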
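Test system – NR2E3–RetCOR corepressor complex · Quantity – NR2E3 fusion 1.35 nM · Buffer or medium – Tris pH 7.5 · Incubation – Compound–protein incubation for 5 h at 4 °C · Technique – TR-FRET, Eu(K)-anti-GST donor, streptavidin-D2 acceptor, ex 340, em 617/671 nm · Evaluation – percent inhibition of 671/617 nm emission ratio versus biotin and DMSO controls · Plate – 1536-well format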
iPSC survival up: increases survival of single human iPS cells. hiPSC single-cell survival, ATPlite luminescence; 100% = ROCK inhibitor wells, 0% = DMSO. survival enhancement, % at 20 µM. 360,000 compounds, 0.044% hits; in the data active = survival enhancement above about 18%;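 also: cells exposed to compounds for 16 hours before the ATP read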
HIF-2a inh: inhibitors of HIF-2a; 786-0 RCC cells HIF-2a reporter, luciferase luminescence, overnight; inhibition, % at 18.8 µM; 360,000 compounds, 0.72% hits;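 active = inhibition of the luminescence signal of 40% or more relative to plate controls, in a single-dose primary screen at 18.75 µM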
Shn3 3UTR inh: reduces Shn3 3'UTR luciferase signal in osteoblasts. Clone20 osteoblast Shn3 3'UTR firefly luciferase, 24 h. inhibition, % at 12.5 µM. 360,000 compounds, 0.52% hits. AID 588674;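 active = mean inhibition of at least 75% with every replicate also reaching 75%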;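 also: 0% = median of neutral control wells and 100% = pilot-screen positive control compound; some compounds past the cut are filed as inactive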
m5-HT2A agonist: agonists of mouse serotonin 5-HT2A receptor (HTR2A); CHO-K1 mHTR2A beta-arrestin complementation, luminescence; percent of 30 µM serotonin response; activation, % at 7.6 µM; 360,000 compounds, 0.66% hits;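 active = activation above a run cutoff, the mean activation of all tested compounds plus 3 SD, cut at about 14% in these data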;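 also: 0% = plate median of compound wells and 100% = 30 µM serotonin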
CaV13 ICDI inh: Primary screen for inhibitors of IQ motif and Ca2+-dependent inactivation inhibitor domain binding in CACNA1D, Förster resonance energy transfer in living cells, …. inhibition, % at 12.3 µM. HEK cells, CFP/YFP FRET ICDI-IQ, plate reader, 10 min; percent FRET-ratio fall versus neutral wells. 340,000 compounds, 0.098% hits;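 active = mean replicate inhibition of at least 30% and at least 1% of replicates passing that level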;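 also: 0% = median of the neutral control wells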
* hit, by the source's call; / = not tested or not shown. The order is random, and some 3.9% of all compounds hit somewhere here.

(1) COc1ccc(S(=O)(=O)NC(=O)C2(C)CCN2C(=O)c2cccc(F)c2)cc1 (stereo not drawn)
(2) COCCC(=O)N1CCC(Oc2ccc(C(=O)N(C)C3CCCCC3)cc2)CC1
(3) O=C(O)c1cccc(-c2ccc(/C=N/Nc3ccc([N+](=O)[O-])cc3)o2)c1
(4) O=C1NN(c2ccccc2)C(=O)C1=Cc1ccccc1
(5) COC(=O)c1ccc2nc(C)cc(Nc3ccc(N(C)C)cc3)c2c1
(6) O=C(CSc1nnc(COc2ccc3c(c2)CCCC3)o1)Nc1ccc(F)cc1
(7) COc1ccc(N(C(=O)c2cccc(OC)c2OC)C2C=CS(=O)(=O)C2)cc1 (stereo not drawn)
(8) Cc1ccccc1Nc1nc(N)nc(COC(=O)c2nn(C)c(=O)c3ccccc23)n1

entry no.,1,2,3,4,5,6,7,8
Peg3 prom inh,7,-10,-21,-8,-10,5,3,-3
NR2E3 ag-1,-10,-10,-45,8,-8,17,-26,-15
PDI inh,0,5,2,-19,-7,-8,1,-9
Cardio protect,0,-6,4,4,11,-1,2,3
MITF TRPM1 inh,/,-9,-14,/,-5,-2,9,/
NR2E3 ag-2,/,2,0,/,-4,1,3,/
iPSC survival up,-0.6,-0.5,-0.4,-1.2,-0.9,-2.5,2.8,4.4
HIF-2a inh,6,-30,-6,16,6,-16,0,-3
Shn3 3UTR inh,14,-6,1,5,-5,-7,-14,-6
m5-HT2A agonist,-1,4,-5,4,-7,1,-3,2
CaV13 ICDI inh,-16,-21,-26,-6,-7,-8,-9,-18

(9) CCC(CO)Oc1cc(NCc2cccnc2)c2ncn(C(C)C)c2c1 (stereo not drawn)
(10) COc1ccc(C2SCC(C(=O)O)N2C(C)=O)cc1 (stereo not drawn)
(11) COCCNC(=O)c1cccc(OC2CCN(Cc3ccc(C(=O)OC)cc3)CC2)c1
(12) Oc1ccc(Nc2nc(-c3ccccc3F)nc3ccccc23)cc1
(13) COc1cccc(NC(=O)C(C)Sc2nnc(C3CC3)n2C2CC2)c1 (stereo not drawn)
(14) CSc1cc(-c2ccccc2)n(Cc2c(Cl)cccc2Cl)c(=O)c1C#N
(15) CCc1ccccc1NC(=O)CN1CCN(C(=O)CNC(=O)c2ccc(N3CCCC3=O)cc2)CC1
(16) COc1ccc(OC)c(NC(=O)c2cc3c(=O)n4ccccc4nc3n2C)c1

entry no.,9,10,11,12,13,14,15,16
Peg3 prom inh,12,-5,-11,26,-5,20,6,5
NR2E3 ag-1,5,-11,-13,15,-2,12,-13,-13
PDI inh,0,-1,5,-2,-4,-5,-5,0
Cardio protect,-4,12,-4,1,1,-3,3,13
MITF TRPM1 inh,35,4,9,19,6,9,-8,-13
NR2E3 ag-2,/,-1,-1,2,8,-2,-2,1
iPSC survival up,0.3,-0.2,-0.5,-0.4,-0.2,0.3,2.0,-0.7
HIF-2a inh,5,-1,9,7,3,17,5,3
Shn3 3UTR inh,-38,1,4,32,18,4,-10,4
m5-HT2A agonist,6,-3,-5,-18,-3,8,-2,-2
CaV13 ICDI inh,-6,-5,-5,-19,-15,1,-15,-3

Just Cardio protect, for 2 of the compounds above:
cpd | SMILES | Cardio protect
13 | COc1cccc(NC(=O)C(C)Sc2nnc(C3CC3)n2C2CC2)c1 (stereo not drawn) | 1
15 | CCc1ccccc1NC(=O)CN1CCN(C(=O)CNC(=O)c2ccc(N3CCCC3=O)cc2)CC1 | 3

The list continues.
(17) CC1CCN(C(=O)CSc2nc(=O)n3ccccc3n2)CC1
(18) CCc1ccc(C(=O)OCC(=O)NC2CCCC2)cc1
(19) O=C(Cc1ccccc1)c1nc2ccccc2s1
(20) COc1ccc(CCNC(=O)CCCCC(=O)NCCc2ccc(OC)c(OC)c2)cc1OC
(21) Cc1ccc(C)c(OCCC(=O)N2CCN(S(=O)(=O)c3cc(F)ccc3F)CC2)c1
(22) COc1ccc(OC)c(NC(=O)C2C(C(=O)O)C3(Cl)C(Cl)=C(Cl)C2(Cl)C3(Cl)Cl)c1 (stereo not drawn)
(23) CC(C)CCN1CCC(n2nccc2NC(=O)c2ccc3c(c2)OCO3)CC1
(24) CCc1ccc(NC(=O)COC(=O)CC2CCCC2)cc1

entry no.,17,18,19,20,21,22,23,24
Peg3 prom inh,-2,-16,-269,-1,15,21,-1,5
NR2E3 ag-1,16,14,-87,-4,1,-36,-19,-24
PDI inh,-2,5,4,0,0,6,-4,-9
Cardio protect,6,2,1,0,1,-1,-4,-13
MITF TRPM1 inh,-5,-5,-14,-4,-5,-1,16,-3
NR2E3 ag-2,1,1,5,-1,0,0,0,/
iPSC survival up,-0.2,0.3,2.7,-0.5,0.2,4.3,-0.2,3.6
HIF-2a inh,0,-2,-192,16,0,5,9,0
Shn3 3UTR inh,9,-2,-15,-16,20,-1,3,2
m5-HT2A agonist,4,4,0,3,-5,7,2,-3
CaV13 ICDI inh,-6,-20,-3,-4,-6,-7,-2,-6

(25) CCN(CC)CCNC(=O)c1ccc(NC(=O)C2CCN(c3ncnc4sc(C)c(C)c34)CC2)cc1
(26) Cc1cc(C)n(CC2CC(=O)N(c3ccc(Cl)c(Cl)c3)C2=O)n1 (stereo not drawn)
(27) Cc1ccc(NC(=O)C2CSC3(C)CCC(=O)N23)cc1S(=O)(=O)N1CCOCC1 (stereo not drawn)
(28) Cc1ccccc1NC(=O)/C(=C/c1ccccc1)c1ccccc1
(29) Cc1csc(=O)n1CCC(=O)OCC(=O)NNC(=O)c1ccccc1
(30) CCc1nnc(NC(=O)CSc2nnc(-c3ccc(S(=O)(=O)N4CCCC4)cc3)n2CC)s1
(31) O=S(=O)(c1ccc(NC(=S)NCc2ccco2)cc1)N1CCCC1
(32) COC(=O)Nc1ccc(S(=O)(=O)NCCO)cc1

entry no.,25,26,27,28,29,30,31,32
Peg3 prom inh,80*,-4,10,-6,1,-2,-5,-6
NR2E3 ag-1,-2,-15,-5,-17,-62,-25,-7,10
PDI inh,9,1,2,-1,-4,-6,-11,14
Cardio protect,12,12,4,-1,1,6,8,1
MITF TRPM1 inh,-31,-8,-10,6,-12,7,11,-8
NR2E3 ag-2,4,2,2,-2,1,0,-3,0
iPSC survival up,-0.1,3.9,0.2,8.6,-0.3,-0.6,0.4,0.2
HIF-2a inh,28,15,12,-6,0,15,18,15
Shn3 3UTR inh,-8,-11,-15,-5,-5,18,13,-2
m5-HT2A agonist,-6,-2,-5,1,-3,1,-1,2
CaV13 ICDI inh,-6,-5,-5,-4,-6,-7,-5,-3

(33) Cc1ccc(N2CC(C(=O)Nc3nccs3)CC2=O)cc1 (stereo not drawn)
(34) CCOc1ccc(/C(O)=C2/C(=O)C(=O)N(c3ncccn3)C2c2ccccc2)cc1 (stereo not drawn)
(35) CCCN1C(=O)/C(=N\OCC(=O)NCC(F)(F)F)c2ccccc21
(36) Cc1cc(C)nc(-n2nc(C)cc2NC(=O)CN2CCc3ccccc3C2)n1
(37) COc1ccc(CCNC(=O)C2CCCN(S(=O)(=O)c3ccccc3)C2)cc1 (stereo not drawn)
(38) CCOC(=O)c1ccc2c(c1)nc(SC/C(O)=C(\C#N)c1nc3ccccc3[nH]1)n2CC
(39) Cc1onc(-c2ccccc2)c1C(=O)Nc1cccnc1

entry no.,33,34,35,36,37,38,39
Peg3 prom inh,-2,-42,2,22,14,6,19
NR2E3 ag-1,10,8,-4,-3,-12,0,-28
PDI inh,12,-7,-3,-1,-8,5,-6
Cardio protect,0,0,10,24,0,-3,-4
MITF TRPM1 inh,10,-7,-10,5,-1,18,3
NR2E3 ag-2,-1,6,0,4,0,3,4
iPSC survival up,0.0,1.1,0.7,-0.8,0.9,4.5,1.5
HIF-2a inh,4,-54,11,-9,11,-29,2
Shn3 3UTR inh,12,-38,11,20,6,2,13
m5-HT2A agonist,10,4,4,-7,-1,1,-1
CaV13 ICDI inh,-5,3,-5,-9,-4,-4,/

Compounds listed so far containing fluorine:
(1) COc1ccc(S(=O)(=O)NC(=O)C2(C)CCN2C(=O)c2cccc(F)c2)cc1 (stereo not drawn)
(6) O=C(CSc1nnc(COc2ccc3c(c2)CCCC3)o1)Nc1ccc(F)cc1
(12) Oc1ccc(Nc2nc(-c3ccccc3F)nc3ccccc23)cc1
(21) Cc1ccc(C)c(OCCC(=O)N2CCN(S(=O)(=O)c3cc(F)ccc3F)CC2)c1
(35) CCCN1C(=O)/C(=N\OCC(=O)NCC(F)(F)F)c2ccccc21

entry no.,1,6,12,21,35
Peg3 prom inh,7,5,26,15,2
NR2E3 ag-1,-10,17,15,1,-4
PDI inh,0,-8,-2,0,-3
Cardio protect,0,-1,1,1,10
MITF TRPM1 inh,/,-2,19,-5,-10
NR2E3 ag-2,/,1,2,0,0
iPSC survival up,-0.6,-2.5,-0.4,0.2,0.7
HIF-2a inh,6,-16,7,0,11
Shn3 3UTR inh,14,-7,32,20,11
m5-HT2A agonist,-1,1,-18,-5,4
CaV13 ICDI inh,-16,-8,-19,-6,-5
